Pf apPOL inh – Pf-apPOL DNA polymerase inhibition; Recombinant Pf-apPOL, molecular beacon fluorescence, 1.5 h; inhibition, % at 10 µM; hit rate 0.25% among 210,000; AID 1794808
mHTT CaM bind – disrupts binding of mutant huntingtin to calmodulin. P42858. AlphaScreen His-mHTT/GST-CaM binding, luminescence. inhibition, % at 15 µM. hit rate 3.6% among 190,000;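 further: 0% = both proteins with DMSO and 100% = one protein alone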
* marks the source's active call; other numbers are inactive results; i = inactive; / = not tested or not shown; & = joins results of further samples. No stated cut-off is given here; in the data, active means inhibition above about 50%; inactive means the rest.

molecule | Pf apPOL inh | mHTT CaM bind
Brc1cccc(-c2nnc3sc(CN4CCCCCC4)cn23)c1 | 2.3 | 1.0
CN(CC(=O)NC1CCCCC1)S(=O)(=O)c1ccc2[nH]c3c(c2c1)CCCC3 | 0.3 | 96.8*
CCOc1ccc(C(=O)N2CCCC2c2nc(-c3cccc(Cl)c3)no2)cc1OCC (stereo not drawn) | -3.2 | 41.9
c1ccc(CN2CCCC(c3n[nH]c(C4CC4)n3)C2)nc1 (stereo not drawn) | -19.9 | 95.3*
Cc1ccc(-c2c(C(=O)NCc3cccnc3)nc3ccccn23)cc1 | 1.0 | 12.8
COc1cc(NS(=O)(=O)c2ccc(NC(=O)c3ccc(F)cc3)cc2)nc(OC)n1 | 41.2 | 1.0
Cc1ccc(NC(=O)NC2(C)CCS(=O)(=O)C2)cc1 (stereo not drawn) | -1.2 | -2.0
Cn1cnc2cc(OC(=O)c3ccccc3Cl)ccc21 | -4.1 | -7.8

More entries
molecule | Pf apPOL inh | mHTT CaM bind
CCCCCOC(=O)CCCN1C(=O)C(=Cc2ccc(OC)cc2)SC1=S | -3.7 | 9.4
CC(=O)N1CCC(n2c(C)nc(C(=O)NCCc3ccc(F)cc3)c2C)CC1 | -6.3 | 8.2
CCN(CC)C(=O)Oc1ccc(OC(=O)N(CC)CC)cc1 | -7.0 | -2.3
O=C(C1CCC1)N1CCN(c2nc(CN3CCCCC3)cs2)CC1 | -3.2 | 0.6
CN1C(=O)C2CCCCN2c2ccc(C(=O)NCc3cccc(Br)c3)cc21 (stereo not drawn) | -0.4 | 33.9
O=C(CCC(=O)Nc1nc(-c2cc3ccccc3oc2=O)cs1)NCc1ccccc1Cl | -2.0 | -5.0
COc1cc(CN2COc3ccc4c(c3C2)OC(=Cc2ccco2)C4=O)cc(OC)c1OC | -19.0 | 50.9*
COc1ccc(C2CC(c3c(F)cccc3Cl)n3nnnc3N2)cc1 (stereo not drawn) | -2.1 | 2.0

(next part)
molecule | Pf apPOL inh | mHTT CaM bind
COc1ccccc1CNCc1ccccc1C | -5.7 | 5.2
COc1cccc(C2C3=C(CC(C)(C)CC3=O)Nc3nc(SCc4ccccc4)nn32)c1 (stereo not drawn) | -3.3 | 2.0
Cc1nc(OCC(=O)Nc2ccc(F)c(Cl)c2)c2ccccc2n1 | -0.2 | -0.8
OC(CNC1CCCCC1)CSCC(O)CNC1CCCCC1 (stereo not drawn) | / | -7.7
COc1ccc(C(=O)COc2ccc3c(c2)OC(=Cc2cc(OC)ccc2OC)C3=O)cc1 | -19.4 | 8.7
O=S1(=O)[C@H]2C[C@H]3C=C[C@@]2(CN1Cc1ccccc1Br)O3 | 0.4 | 5.3
C=CCNC(=O)c1ccc(-c2cccc(Cl)c2)o1 | -3.3 | 9.3
CCCOc1ccc(C=Nc2ccc(S(=O)(=O)Nc3ccccn3)cc2)cc1 | -4.8 | -5.0

(next part)
molecule | Pf apPOL inh | mHTT CaM bind
CCCC12CN3CC(C)(CN(C1)C3c1ccc3c(c1)OCO3)C2=O (stereo not drawn) | -3.0 | -1.0
COc1ccc(-c2nc3n(n2)C(c2ccccc2)C2=C(CC(C)(C)CC2=O)N3)cc1 (stereo not drawn) | -4.1 | 51.6*
O=C(NCc1ccccc1)c1n[nH]nc1-c1ccccc1O | -1.4 | -2.3
CC1=C(C#N)c2nc(N)c(C#N)c(C)c2/C1=C/c1cn(C)c2ccccc12 | -3.5 | 4.0
Cc1ccc(O)c(NC(=O)c2nn3c(c2Cl)NC(c2cccs2)CC3C(F)(F)F)c1 (stereo not drawn) | 2.4 | 55.0*
Cc1cc([N+](=O)[O-])ccc1NC(=O)C1CC(=O)OC12CCCCC2 (stereo not drawn) | -4.2 | 1.0
CC(=O)N1CCN(c2cc(C)c([N+](=O)[O-])cc2F)CC1 | -2.5 | 2.0
COC(=O)c1ccc2c(=O)n(-c3cccc(F)c3)c(N3CCCCC3)nc2c1 | -0.3 | -49.5

(further entries)
molecule | Pf apPOL inh | mHTT CaM bind
Cc1nn(CCCC(=O)Nc2cccc(O)c2)c(C)c1[N+](=O)[O-] | 0.2 | 5.0
O=[N+]([O-])c1ccc(NCCNS(=O)(=O)c2ccccc2)cc1 | -4.1 | 12.5
COc1ccc2c(=O)c(-c3ccccc3OC)c(C)oc2c1 | 0.4 | 0.8
Cc1ccc(NC(=O)N2CCC(n3cnc4c(C)cccc4c3=O)CC2)cc1 | -5.1 | 8.9
COc1ccc2c(c1)-c1ccccc1S(=O)(=O)N2S(=O)(=O)c1ccc([N+](=O)[O-])cc1 | 13.8 | 10.0
CCOc1ccccc1C(=O)Nc1ccc([N+](=O)[O-])cc1Cl | 2.7 | -3.6
CCCCCCC/C=C(/Cl)c1c(C)[nH]c(C(=O)OCC)c1C | / | 2.2
CCC(=O)NCCc1csc(C2CCCN(C(=O)c3cccc(Cl)c3)C2)n1 (stereo not drawn) | -2.6 | 5.1

Other entries
molecule | Pf apPOL inh | mHTT CaM bind
COc1ccccc1CNC(=O)c1cc2c(s1)CCN(C(C)=O)C2 | -0.5 | 2.1
Cc1c(Cl)cccc1NC(=O)Cn1ccc2sccc2c1=O | -0.1 | -4.4
O=C1S/C(=C\c2cccc(Br)c2)C(=O)N1CN1CCOCC1 | -2.5 | 25.0
CCOc1ccc(C2CC(c3ccccc3C)n3ncnc3N2)cc1 (stereo not drawn) | -1.2 | -7.3
Cc1cc(C)cc(NC(=O)CSc2nc3c(c(=O)n2-c2ccccc2)SCC3)c1 | -0.8 | 15.0
Cc1ccsc1C(=O)Nc1ccccc1-c1nc2ccccc2s1 | -6.7 | -51.9
CN1CCN(CCCCN)CC1 | / | -5.0
COc1ccc(-c2coc3c4c(ccc3c2=O)OCN(CCCOC(C)C)C4)cc1 | -6.6 | 3.6

(listing goes on)
molecule | Pf apPOL inh | mHTT CaM bind
COc1ccc(C2C3=C(CCCC3=O)Nc3nc(-c4cccc(C)c4)nn32)cc1OC (stereo not drawn) | -1.8 | 85.5*
Cc1ccc(Nc2nc3ccccc3s2)c(C)c1 | -4.5&-1.3 | /
O=c1[nH]c2ccc(S(=O)(=O)NCc3ccccc3)cc2[nH]1 | -0.9 | 0.9
CNS(=O)(=O)c1cccnc1Nc1cccc(C(C)C)c1 | -2.0 | -59.6
COc1cc(C=Nc2ccccc2O)c([N+](=O)[O-])cc1OC | -6.3 | 86.0*
O=C(O)c1ccc(NC(=O)c2ccccc2Cl)c(NC(=O)c2ccccc2Cl)c1 | 0.4 | -3.0
CCOc1nccnc1N1CCC(N(C)C(=O)c2ccc(C)nc2)C1 (stereo not drawn) | 0.0 | 2.6
CCn1cnc2ccc(-c3noc(Cc4ccc(OC)cc4)n3)cc21 | -3.9 | -0.4

Next results:
molecule | Pf apPOL inh | mHTT CaM bind
Cc1ccc(S(=O)(=O)NCc2ccco2)cc1[N+](=O)[O-] | 6.0 | -2.9
CCC(=O)N1CCc2cc(Br)cc(S(=O)(=O)NC(C)CC)c21 (stereo not drawn) | -0.3 | 8.0
Cc1ccc2nc(N3CCC(C(=O)NC4CCCC(C)C4C)CC3)[nH]c2c1 (stereo not drawn) | -13.5 | -10.0
Cc1cccc(N2CCC(C(=O)NCCc3ccccc3)C2=O)c1C (stereo not drawn) | -1.1 | 8.1
O=C(CSc1nnc(-c2cccc(Br)c2)o1)Nc1cccc([N+](=O)[O-])c1 | -9.8 | -0.6
O=C(NCCCn1cccn1)C1CCc2sc(C(=O)N3CCCC3)cc2C1 (stereo not drawn) | -2.1 | 0.3
Cc1ccc(NC(=O)CCc2nc(-c3ccccc3F)no2)nc1 | -8.2 | 2.0
C=CCNC(=O)c1ccc2c(c1)N(C)C(=O)CS2 | -1.9 | -4.2

(next part)
molecule | Pf apPOL inh | mHTT CaM bind
CCN(CC)C(=O)CC[C@@H]1CC[C@]2(CCCN(Cc3cccnc3)C2)O1 | -2.3 | -2.8
CC1=C(C(=O)Nc2ccccc2Cl)C(c2ccc(O)cc2)NC(=O)N1 (stereo not drawn) | -1.6 | -5.0
COc1cccc(CNC(=O)N2CCCC2c2ccccc2Cl)c1 (stereo not drawn) | 2.0 | 2.1
O=C(C1CCCCC1)N1CCc2ccccc2C1 | -6.3 | -15.1
O=C(CCn1ccn2nc(-c3ccccc3)cc2c1=O)NCc1ccccc1 | -6.5 | -0.3
Cc1ccc(C(=O)N2CC3CC2CC3NC(=O)c2cccs2)cn1 (stereo not drawn) | -5.4 | -4.7
C=CCNC(=O)CN(Cc1ccccc1Cl)S(=O)(=O)c1ccc(Cl)cc1 | -10.5 | -11.4
COc1ccc(Cn2cccc2-c2nc(C)no2)cc1 | 4.5 | -26.4

Further records follow:
molecule | Pf apPOL inh | mHTT CaM bind
O=C(Cc1cccs1)NC1CCCC1 | -1.9 | -3.3&0.3
N/C(=N\OC(=O)c1cccc([N+](=O)[O-])c1)c1ccccn1 | -2.4 | i
ON=Cc1ccc(-c2ccccc2OC(F)(F)F)o1 | 0.7 | /
Cc1cccc(NC(=O)Cn2cccc2-c2nc(-c3ccccc3)cs2)n1 | -2.3 | 32.0
CC(=O)c1cccc(N=Cc2ccc([N+](=O)[O-])s2)c1 | 0.1 | 6.0
Cc1nc2cc(Cl)ccc2n1CCO | 7.7 | -7.9
CC(C)(C)C(=O)CSc1ncnc2nc[nH]c12 | / | -6.0
CN(C)C(=S)Nc1cccc(C(F)(F)F)c1 | -8.1 | /

Other results follow:
molecule | Pf apPOL inh | mHTT CaM bind
Cc1cc(C)c(C(=O)N2CCC(CC(=O)NCCCN3CCCCCC3)CC2)[nH]1 | -1.9 | 13.4
CC(=O)N1N=C(c2ccc(Cl)cc2)OC12CCCCC2 | -11.1 | -24.0
COc1ccccc1CNC(=O)c1nnn(-c2ccccc2)c1N | -2.4 | 1.0
CCC(=O)c1ccc(Br)cc1N | -5.0 | -10.5
O=C(NCc1cc(-c2cccs2)on1)c1ncc(-c2ccccc2)o1 | -1.5 | -10.3
O=C(Nc1ccc(C(=O)O)cc1)/C(=C/c1ccccc1)NC(=O)c1ccc(Br)o1 | -7.8 | -0.1
COc1ccc(C2=NC3(CCCCC3)N(CC(=O)Nc3ccc(F)c(Cl)c3)C2=O)cc1 | -6.3 | 99.5*
O=c1[nH][nH]c(=O)c2c(N=Cc3ccc(Br)s3)cccc12 | 26.5 | 2.0

New compounds follow.
molecule | Pf apPOL inh | mHTT CaM bind
CC1(C)C(c2ccccc2)=NC(c2ccccc2F)N1O (stereo not drawn) | 5.9 | -1.0
Cc1ccc(C2=NN(CCC(=O)N3CCOCC3)C(=O)CC2)cc1 | -15.9 | -3.0
Cc1cc2c(=O)n(CC(=O)Nc3ccc(C)c(Cl)c3)ccc2s1 | -3.9 | 4.8
CC(=O)Nc1ccc(-c2noc(C3CCCN(C(=O)C4CCCCC4)C3)n2)cc1 (stereo not drawn) | -0.6 | -0.4
CC(O)CNc1ccc([N+](=O)[O-])cc1Cl (stereo not drawn) | -4.4 | 3.9
COc1ccc(C(=O)NN2C(=O)C3C4C=CC(C4)C3C2=O)cc1 (stereo not drawn) | -0.3 | -2.1
CC(=O)N1c2c(cc(Br)cc2S(=O)(=O)N2CCCCCC2)CC1C (stereo not drawn) | 0.9 | 12.0
CC1(C)CC(N(CCCO)C(=O)c2ccccc2)CCO1 (stereo not drawn) | -1.1 | 0.1

Carrying on.
molecule | Pf apPOL inh | mHTT CaM bind
CC1CCCC(NC(=O)C2(O)c3cc(Br)ccc3NC(=O)N2c2ccccc2)C1C (stereo not drawn) | -5.9 | 37.0
O=C(c1cccs1)N1C[C@@H](O)[C@H](n2cc(-c3ccc(F)cc3)nn2)C[C@@H]1c1ccccc1 | -2.1 | 11.1
CCC(CC)C(=O)N1CCc2c(c(-c3nnc(-c4ccccc4Cl)o3)nn2C)C1 | -6.7 | 6.4
Nc1cccn2nc(C3CCC3)nc12 | 1.5 | -6.0
O=C(CCS(=O)(=O)c1cccs1)Nc1ccc(C(=O)Nc2cccc(Cl)c2)cc1 | -10.1 | -2.0
CCOC(=O)C=C1NC(=O)CS1 | -5.7 | /
COc1ccc(CN2CC[C@H]3C=CC[C@@H](C(=O)N4CCN(c5ccccc5)CC4)[C@H]3C2=O)cc1OC | 0.1 | 8.1
C=CCNC(=O)c1nn(C)c2c1COc1ccccc1-2 | -2.5 | -3.0

Other results follow.
molecule | Pf apPOL inh | mHTT CaM bind
CN(C)c1ccnc2sc(C(N)=O)c(N)c12 | -4.7 | 2.2
CCN=C1SC(CC(=O)Nc2ccc(F)cc2)C(=O)N1CC (stereo not drawn) | 2.3 | -2.0
O=C(NCc1cccs1)C(=O)NCC(c1ccco1)N1CCc2ccccc21 (stereo not drawn) | 3.4 | 27.0
CCOc1ccccc1-c1nc2c(C(C)(C)C)nn(C)c2c(=O)[nH]1 | -3.8 | -5.0
Cc1sc(NC(=O)c2ccccc2Br)c(C(N)=O)c1C | -2.5 | 3.2
CCN1CCN(Cc2c(O)ccc3c2OC(=Cc2cccc(C)c2)C3=O)CC1 | -16.2 | 26.3

High-throughput results as filed in PubChem.
